Assay outcomes: PubChem, several laboratories
PPARg SRC1 recr = PPARgamma agonists recruiting SRC-1 coactivator, primary screen, biochemical; Peroxisome proliferator-activated receptor gamma (Homo sapiens), P37231; PPARgamma-SRC-1 coactivator recruitment biochemical assay; activation, % at 8 µM; 200,000 tested, 0.41% active; in the data active = activation above about 19%;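 note: 0% = DMSO and 100% = reference agonist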
ROMK mod = ROMK potassium channel modulators, primary screen, cell-based, thallium flux, MLSMR library; ATP-sensitive inward rectifier potassium channel 1 (Homo sapiens), P48048; Tet-inducible ROMK, thallium flux fluorescence; actives lie on both sides; B-score at 10 µM; 130,000 tested, 2% active; AID 1918, 2009;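 active = signal ratio slope over the read window, or its plate-corrected B-score, at least 3 SD from the plate mean, either direction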;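 note: B-score of the F/F0 ratio slope over 7 to 12 s after thallium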
Target sequence (P48048 whole entry, looked up): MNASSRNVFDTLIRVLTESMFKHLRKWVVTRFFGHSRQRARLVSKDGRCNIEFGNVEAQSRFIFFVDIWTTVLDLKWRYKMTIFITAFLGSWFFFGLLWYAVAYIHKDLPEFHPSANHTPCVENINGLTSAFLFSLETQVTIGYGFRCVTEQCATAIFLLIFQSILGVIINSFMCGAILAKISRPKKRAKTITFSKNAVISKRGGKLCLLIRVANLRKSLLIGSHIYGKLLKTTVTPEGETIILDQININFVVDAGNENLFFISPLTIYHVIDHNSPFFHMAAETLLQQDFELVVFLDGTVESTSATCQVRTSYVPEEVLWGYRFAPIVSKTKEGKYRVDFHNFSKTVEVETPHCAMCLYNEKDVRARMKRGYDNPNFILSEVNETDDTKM
PPARg SRC2 recr = agonists of PPARg-SRC-2 recruitment, primary screen, biochemical, HTS | Peroxisome proliferator-activated receptor gamma (Homo sapiens), P37231 | PPARgamma LBD-SRC-2 recruitment | activation, % at 8 µM | 200,000 tested, 0.34% active; in the data active = activation above about 22%;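 note: 0% = vehicle and 100% = reference agonist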
STAT1 blocker = STAT1 signaling inhibitors, primary screen, cell-based, HTS, luciferase reporter. NIH 3T3 STAT1-luciferase reporter, IFN-gamma, luminescence. inhibition, % at 5.5 µM. 200,000 tested, 0.35% active;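 active = inhibition above a set limit, the mean inhibition across all tested compounds plus 3 SD, cut at about 34% in these data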;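 note: 0% = IFN-gamma with DMSO and 100% = IFN-gamma with 300 µM nifuroxazide; values of inactives mirror those of a sister screen read the other way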
bIAP activator = bovine intestinal alkaline phosphatase activators, primary screen, biochemical, bovine IAP, CDP-star luminescence; activation factor at 20 µM; alkaline phosphatase, intestinal [Bos taurus]; purified bovine IAP, 30 min; hits give high values; fold of DMSO-control signal, blank-subtracted; 200,000 tested, 0.17% active;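 active = activation factor of 2 or more at 20 µM, a signal rise over negative controls twice the positive control's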
STAT3 activator = IL-6 driven STAT3 reporter potentiators, primary screen, U3A cells, luciferase, luminescence, MLSCN library; 190,000 tested, 0.91% active; IL-6 STAT3-luciferase reporter; 100% = signal with IL-6 EC80 alone; activation (% of control), % at 5.6 µM;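 active = activation above the screen-wide mean of compound activation plus 3 SD, cut at about 130% in these data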;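 note: 0% = background luminescence of wells with medium and substrate only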
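Test system: STAT3-luciferase reporter U3A cells; Detection: reporter luminescence signal; Times: 1 h compound pre-exposure, 6 h IL-6 stimulation, 37 °C; Benchmarks: IL-6-only high control; Also added: IL-6 stimulus at 33 ng/mL final.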
TR-FRET SRC-2 ct = TR-FRET signal artefacts, primary screen, artefact control for PPARgamma SRC-2 agonist project, biochemical; TR-FRET artefact counter-screen; hits give high values; TR-FRET ratio at 8 µM; 200,000 tested, 0.4% active; in the data active = TR-FRET ratio above about 2000; note: inactives centre near 1500
PPARg SRC3 recr = PPARgamma agonists recruiting SRC-3 coactivator, primary screen, biochemical; activation, % at 8 µM; 200,000 tested, 0.26% active; biochemical PPARgamma/SRC-3 coactivator recruitment assay; Peroxisome proliferator-activated receptor gamma (Homo sapiens), P37231; in the data active = activation above about 23%;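 note: 0% = DMSO and 100% = reference agonist; some compounds past the cut are filed as inactive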
bIAP inhibitor = bovine intestinal alkaline phosphatase inhibitors, primary screen, selectivity assay for TNAP inhibitor project, biochemical, bovine IAP, CDP-star luminescence; alkaline phosphatase, intestinal [Bos taurus]; purified bovine IAP, 30 min; inhibition, % at 20 µM; 190,000 tested, under 10 active; AID 1019, 2008;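 active = over 50% inhibition of intestinal alkaline phosphatase at 20 µM in the single-dose screen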
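Assay system: bovine IAP enzyme; medium: DEA buffer 100 mM, pH 9.8, with MgCl2 1.0 mM, ZnCl2 0.02 mM; doses: 20 µM single dose; incubation: enzyme reaction for 30 min at room temperature; detection: CDP-star luminescence signal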
TNAP act hiacc = TNAP activators at high phosphate acceptor level, primary screen, biochemical, luminescence, uHTS. Alkaline phosphatase, tissue-nonspecific isozyme (Homo sapiens), P05186. purified TNAP, CDP-star luminescence, 1 M DEA, 30 min; hits give high values; 0 = EDTA background, 1 = DMSO-only activity. activation factor at 20 µM. 200,000 tested, under 10 active;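 active = activation factor at least 2 at 20 µM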
Target sequence (P05186 whole entry, looked up): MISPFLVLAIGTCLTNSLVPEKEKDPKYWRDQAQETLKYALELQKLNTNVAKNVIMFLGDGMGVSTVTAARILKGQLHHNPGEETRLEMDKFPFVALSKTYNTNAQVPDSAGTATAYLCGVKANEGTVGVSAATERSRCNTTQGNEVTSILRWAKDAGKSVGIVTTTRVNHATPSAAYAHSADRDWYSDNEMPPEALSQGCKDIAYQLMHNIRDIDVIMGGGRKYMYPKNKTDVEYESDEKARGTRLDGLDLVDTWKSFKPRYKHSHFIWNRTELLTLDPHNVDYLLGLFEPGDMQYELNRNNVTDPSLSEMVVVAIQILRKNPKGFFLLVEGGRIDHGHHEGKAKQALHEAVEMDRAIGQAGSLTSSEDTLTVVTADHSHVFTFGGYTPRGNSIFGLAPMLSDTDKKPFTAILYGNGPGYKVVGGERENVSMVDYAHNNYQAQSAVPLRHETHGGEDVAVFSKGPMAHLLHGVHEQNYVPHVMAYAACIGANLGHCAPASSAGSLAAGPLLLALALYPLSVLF
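Test system – human TNAP · Doses – 20 µM single point · Incubation – 30 min, room temperature · Signal – luminescent substrate turnover signal · Read-out basis – activation factor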
STAT3 blocker = IL-6 driven STAT3 reporter inhibitors, primary screen, U3A cells, luciferase, luminescence, MLSCN library; IL-6 STAT3-luciferase reporter; host cell line lacks STAT1; inhibition, % at 5.5 µM; 190,000 tested, 0.89% active;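 active = inhibition above the mean inhibition across all screened compounds plus 3 SD, cut at about 44% in these data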;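 note: 0% = DMSO only wells and 100% = 100 µM nifuroxazide control wells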
An asterisk follows results filed as active; nt = no result given.

SMILES | PPARg SRC1 recr | ROMK mod | PPARg SRC2 recr | STAT1 blocker | bIAP activator | STAT3 activator | TR-FRET SRC-2 ct | PPARg SRC3 recr | bIAP inhibitor | TNAP act hiacc | STAT3 blocker
O=C(COc1ccc(-n2ccnc2)cc1)Nc1cccc(Cl)c1 | 5 | -0.16 | 4 | -20 | 1.1 | 81 | 1575 | 4 | -8 | 1 | 27
CCOc1ccc(C(=O)NCc2ccco2)cc1 | -1 | -0.98 | 12 | 2 | 1.1 | 95 | 1742 | -5 | -10 | 1 | 12
CCN1CCN(CC(=O)NC2CCCCC2)C(=O)C1=O | -10 | nt | -3 | -5 | 1 | 97 | 1366 | -8 | -2 | 1 | 13
CCOC(=O)C1=C(N)n2c(s/c(=C\c3ccco3)c2=O)=C(C(=O)OC(C)C)C1c1ccco1 (stereo unspecified) | 1 | nt | 11 | -3 | 0.9 | 95 | 1543 | 11 | 13 | 0.9 | 9
COc1cccc(CNC(=O)c2cc(COc3c(F)cccc3F)on2)c1 | 6 | 0.38 | 7 | -18 | 1.1 | 101 | 1577 | -3 | -7 | 1 | 3
N#Cc1nc(Cc2ccccc2)oc1N1CCCC1 | 11 | 0.19 | 3 | -4 | 1 | 106 | 1686 | 2 | 2 | 1 | -2
CC(=O)c1cc(C#N)c(SCc2ccccc2)nc1C | 2 | 0.31 | -2 | -14 | 0.9 | 97 | 1427 | 5 | 8 | 1 | 4
Cc1ccc(Nc2nc(N)nc(CN3CCN(C)CC3)n2)cc1C | -3 | 0.85 | -4 | 1 | 0.9 | 106 | 1470 | -13 | 8 | 1 | -5
COc1ccccc1NC(=O)c1cc(Br)ccc1Cl | 3 | 0.0014 | 5 | -7 | 0.6 | 84 | 1533 | 2 | 43 | 1 | 21
CCCCN(CCCC)Cc1ccc(C(=O)NNC(=O)Nc2ccc(F)cc2)o1 | 0 | -0.12 | 8 | -7 | 0.9 | 105 | 1544 | 4 | 12 | 1 | 2
Cc1ccc(NC(=O)c2cccc(S(=O)(=O)N(C)c3ccccc3)c2)cc1S(=O)(=O)N1CCOCC1 | 3 | nt | -1 | 4 | 0.7 | 99 | 1422 | -2 | 33 | 1 | 4
O=C(Nc1cccc(C(F)(F)F)c1)C1C2CC3OC(=O)C1C3C2 (stereo unspecified) | -12 | nt | -4 | 11 | 1 | 99 | 1294 | -6 | 2 | 1 | 4
CCn1cc(SCC(=O)N2CCOCC2)c2ccccc21 | 1 | nt | 9 | -23 | 1 | 114 | 1544 | 9 | -3 | 1 | -7
Cc1cc(NC(=O)C2CCCN(S(=O)(=O)c3c(C)noc3C)C2)n[nH]1 (stereo unspecified) | -4 | nt | -5 | -2 | 1.2 | 95 | 1504 | 3 | -18 | 1 | 11
COc1cc(-c2cc(C(=O)O)c3cc4c(cc3n2)OCCO4)cc(OC)c1OC | -2 | 1 | 12 | 5 | 0.6 | 91 | 1434 | 7 | 37 | 1.1 | 16
Clc1ccc2c(c1)[C@H]1OCC[C@H]1[C@@H](c1ccco1)N2 | 8 | nt | 7 | -3 | 0.9 | 109 | 1654 | 2 | 7 | 1 | -11
Clc1ccc(SCCCCn2cncn2)cc1 | -1 | 0.66 | 2 | -9 | 0.9 | 96 | 1459 | -2 | 10 | 1.1 | 9
COc1ccccc1NC(=O)CSc1nnc(C)o1 | 7 | -0.89 | -3 | -4 | 1 | 99 | 1587 | -7 | 5 | 1 | 6
COc1ccc(NC(=O)CN2CCN(c3nc(-c4ccc(F)cc4)cs3)CC2)c(OC)c1 | -5 | 0.045 | 10 | 8 | 1 | 100 | 1581 | 6 | 5 | 1 | 5
CC(=O)N(Cc1cc2cc(C)c(C)cc2n2nnnc12)CC1COCCO1 (stereo unspecified) | -3 | 0.13 | 1 | -2 | 1 | 102 | 1699 | 4 | 4 | 1 | 3
FC(F)(F)c1cccc(N2CCN(CC3CC4C=CC3C4)CC2)c1 (stereo unspecified) | 9 | nt | 7 | 9 | 1 | 96 | 1715 | 10 | 5 | 1 | 9
O=C(CSc1ncnc2nc[nH]c12)N1CCOCC1 | 1 | nt | 2 | -2 | 0.9 | 98 | 1621 | 4 | 7 | 1.1 | 8
CCCCOC(=O)C1=C(C)Nc2ncnn2C1c1ccc(OC)c(OC)c1 (stereo unspecified) | 3 | nt | 9 | 6 | 1 | 92 | 1753 | 4 | 2 | 1.1 | 13
Oc1ccc2c(c1)oc1cc(O)ccc12 | 8 | 0.53 | -2 | 6 | 0.9 | 96 | 1516 | -7 | 14 | 1 | 9
Cc1cc(C)c(C(=O)OCCNC(=O)c2cccnc2)cc1C | -4 | -0.94 | -2 | -11 | 0.9 | 95 | 1309 | 0 | 8 | 1 | 9
COc1ccc(N(C)S(=O)(=O)c2cccc(C(=O)NC3CCCC3)c2)cc1 | 4 | -0.95 | 0 | 10 | 1.2 | 101 | 1456 | 0 | -18 | 1 | 1
CN(C)c1ccc(NC(=O)CSCc2nc3c(nnn3Cc3ccc(F)cc3)c(=O)[nH]2)cc1 | 8 | nt | 6 | 6 | 1 | 101 | 1573 | 15 | 0 | 1 | 1
COC(=O)Cn1ccc(-c2ccc(Cl)cc2)c(C#N)c1=O | -2 | 0.057 | -3 | -8 | 1.1 | 104 | 1477 | -2 | -13 | 1 | 0
O=C(CSc1nnc(-c2ccccc2F)n1C1CC1)Nc1ccc2[nH]c(=O)[nH]c2c1 | 2 | 0.007 | 9 | 4 | 1.1 | 98 | 1563 | 6 | -6 | 1.1 | 9
O=C1CCC(/C=C/c2ccccc2)=NN1Cc1ccccc1 | 1 | -0.044 | -2 | -4 | 0.9 | 100 | 1380 | -5 | 6 | 1 | 2
Cc1cc(C(=O)OCC(=O)N2CC(=O)Nc3ccccc32)no1 | 4 | 0.0073 | -6 | -3 | 0.7 | 102 | 1379 | -4 | 29 | 1 | 6
CCOC(=O)/C(=N\Nc1ccccc1Cl)N1CCN(C)CC1 | -5 | nt | -11 | -6 | 0.9 | 105 | 1551 | -2 | 11 | 1 | -6
O=c1[nH]c(CSc2nnc3ccccn23)nc2cc(C(F)(F)F)ccc12 | -1 | 0.31 | 6 | -4 | 1.1 | 111 | 1570 | 3 | -14 | 1 | -6
COc1ccc(NC(=O)CCc2nc(-c3ccc(C)cc3)no2)c(OC)c1 | 8 | nt | 8 | -1 | 0.9 | 95 | 1531 | 10 | 9 | 1 | 9
NC(=O)C1CC(=O)N(c2ccc(OCC(=O)Nc3cccc(C(F)(F)F)c3)cc2)C1 (stereo unspecified) | -6 | -0.065 | 4 | 2 | 1.1 | 93 | 1605 | 1 | -8 | 1 | 9
O=C(CSc1nnc(Nc2ccccc2)s1)Nc1ccc(S(=O)(=O)N2CCOCC2)cc1 | 2 | 0.29 | 3 | -1 | 0.8 | 93 | 1436 | 10 | 16 | 1.1 | 10
CCOc1ccc(NC(=O)c2cn(-c3ccc(OCC)cc3)c(=O)c3cc(OC)c(OC)cc23)cc1 | -2 | nt | -8 | 7 | 1.2 | 97 | 1528 | -12 | -24 | 1.1 | 8
C/C(CC(=O)NCCCN1CCOCC1)=N\NC(=O)COc1cccc2ccccc12 | -10 | -0.073 | -1 | -10 | 1 | 113 | 1568 | -5 | 0 | 1 | -14
CC1(C)CC(=O)C2=C(C1)N(c1ccc(F)cc1)C(=O)C2(NC(=O)c1ccccc1F)C(F)(F)F (stereo unspecified) | -4 | nt | 1 | 9 | 1.2 | 95 | 1384 | 1 | -19 | 1 | 9
COc1ccc(COCC(O)CN2CCC(C(N)=O)CC2)cc1OC (stereo unspecified) | 0 | 0.28 | -4 | -2 | 1.1 | 91 | 1550 | -1 | -5 | 1 | 13

Entries of single compounds, looked up by structure. Order of values: PPARg SRC1 recr, ROMK mod, PPARg SRC2 recr, STAT1 blocker, bIAP activator, STAT3 activator, TR-FRET SRC-2 ct, PPARg SRC3 recr, bIAP inhibitor, TNAP act hiacc, STAT3 blocker
Record of `O=C(CSc1nnc(Nc2ccccc2)s1)Nc1ccc(S(=O)(=O)N2CCOCC2)cc1` = 2, 0.29, 3, -1, 0.8, 93, 1436, 10, 16, 1.1, 10
Record of `O=c1[nH]c(CSc2nnc3ccccn23)nc2cc(C(F)(F)F)ccc12` = -1, 0.31, 6, -4, 1.1, 111, 1570, 3, -14, 1, -6
Record of `NC(=O)C1CC(=O)N(c2ccc(OCC(=O)Nc3cccc(C(F)(F)F)c3)cc2)C1` (stereo unspecified) = -6, -0.065, 4, 2, 1.1, 93, 1605, 1, -8, 1, 9
Record of `CC1(C)CC(=O)C2=C(C1)N(c1ccc(F)cc1)C(=O)C2(NC(=O)c1ccccc1F)C(F)(F)F` (stereo unspecified) = -4, nt, 1, 9, 1.2, 95, 1384, 1, -19, 1, 9

(continued)
SMILES | PPARg SRC1 recr | ROMK mod | PPARg SRC2 recr | STAT1 blocker | bIAP activator | STAT3 activator | TR-FRET SRC-2 ct | PPARg SRC3 recr | bIAP inhibitor | TNAP act hiacc | STAT3 blocker
Cc1cc(=O)oc2cc(OCC(=O)N3c4ccccc4CC3C)ccc12 (stereo unspecified) | -2 | nt | -4 | 4 | 1 | 102 | 1399 | -5 | 2 | 1 | 6
CCCCc1ccc(NC(=S)NCc2ccc(OC)cc2)cc1 | 3 | 0.044 | 5 | -5 | 1 | 92 | 1530 | 3 | 1 | 1 | 16
COc1cccc(C2=NC(C)(C)NC(c3ccccc3O)C2)c1 (stereo unspecified) | -1 | nt | 9 | 2 | 0.7 | 131 | 1679 | 10 | 28 | 1 | -32
Cc1ccc(CN2C(=O)CCSc3ccc(Cl)cc32)cc1 | -4 | nt | -6 | 4 | 0.9 | 102 | 1288 | 0 | 5 | 1 | 8
O=C(COC(=O)C12CC3CC(CC(C3)C1)C2)Nc1nc2c(F)c(F)c(F)cc2s1 | 1 | 0.35 | -6 | 1 | 0.9 | 98 | 1511 | 0 | 11 | 1.1 | 3
CC(C)COc1ccc2[nH]c3c(c2c1)CCCC3=O | -3 | 0.96 | 5 | -13 | 1 | 98 | 1574 | 4 | 5 | 1.1 | 8
COc1ccc(/C(C)=N/NC(=S)NCc2ccco2)cc1 | -8 | -0.48 | -2 | 11 | 0.8 | 89 | 1749 | 1 | 21 | 1.1 | 17
CCOC(=O)c1ccc(N2C(=O)c3n[nH]c(C)c3C2c2ccc(OC)c(OC)c2)cc1 (stereo unspecified) | 4 | nt | -3 | -7 | 1.8 | 103 | 1433 | -8 | -76 | 1 | -1
